From PubChem BioAssay
Arr AP2 block: human beta-arrestin and AP2 interaction inhibition; actives 0.31% (n = 340,000); inhibition, % at 10 µM; FITC-arrestin peptide / GST-AP2 beads, flow cytometry; AP2 beta2 appendage carries R879A mutation; AID 504490;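 active means inhibition above a set limit, near 3 SD of compounds lacking own fluorescence, cut at about 54% in these data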;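 further: plate controls were DMSO wells for no effect and 5 µM unlabelled arrestin peptide for full effect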
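System: GST-AP2 R879A glutathione beads; medium: PBS, Tween 20 0.05%, BSA 0.1%; reagent: fluorescein-tagged arrestin peptide at 50 nM final; schedule: pre-incubation 12 min, peptide binding 1 h, room temperature; detection: flow cytometry, FL1 (488/535 nm); read-out: inhibition as reduced fluorescein signal on beads, percent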
CAL PDZ FP-1: CAL PDZ (human) peptide binding inhibition; purified CAL PDZ, TMR-peptide fluorescence polarization, 1 h; inhibition, % at 24.9 µM; actives 0.92% (n = 300,000); AID 602252;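 active means mean inhibition of at least 30% with at least half of replicates also reaching 30%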;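 further: 0% = DMSO neutral control and 100% = excess unlabeled competitor peptide PRC23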
V-ATPase pH: regulators of yeast V-ATPase proton transport; S. cerevisiae, pHLuorin cytosolic pH fluorescence; response, % at 10 µM; actives 0.37% (n = 350,000); in the data active means response mostly above about 7.3%, no sharp cut-off; inactive means mostly below about 5.4%; further: actives read high; inactives centre near 0; some compounds called inactive have numbers as strong as hits; reference of the scale not given here
NSD2 HMT inh: blocks human histone methyltransferase NSD2; AID 743445; actives 0.54% (n = 310,000); NSD2 peptide methylation, AlphaScreen, 120 min; inhibition, % at 12.5 µM; O96028; in the data active means inhibition above about 50%
LANA DNA inh: blocks KSHV LANA C-terminal domain binding to DNA; AID 504423; actives 0.078% (n = 340,000); MBP-C-LANA/FAM-LBS DNA binding, fluorescence polarization; inhibition, % at 9 µM;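 active means highest replicate inhibition at or above 60% at 9 µM, even if other replicates fall short; inactive means all replicates below 60% inhibition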;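 further: 0% = neutral control wells and 100% = 4 µM acridine orange control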
DSG3 Ab inh: human desmoglein-3 autoantibody binding inhibition. P32926. DSG3-coupled beads, scFv-anti-DSG3-GFP binding, flow cytometry; hits give low values. binding (percent of control), % at 10 µM. actives 0.48% (n = 310,000). AID 588358;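 active means binding more than 3 SD below its plate's average and above zero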;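 further: hits lower antibody fragment binding to DSG3; some compounds called inactive have numbers as strong as hits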
Target sequence (P32926 whole entry, looked up, the tested form may be a part): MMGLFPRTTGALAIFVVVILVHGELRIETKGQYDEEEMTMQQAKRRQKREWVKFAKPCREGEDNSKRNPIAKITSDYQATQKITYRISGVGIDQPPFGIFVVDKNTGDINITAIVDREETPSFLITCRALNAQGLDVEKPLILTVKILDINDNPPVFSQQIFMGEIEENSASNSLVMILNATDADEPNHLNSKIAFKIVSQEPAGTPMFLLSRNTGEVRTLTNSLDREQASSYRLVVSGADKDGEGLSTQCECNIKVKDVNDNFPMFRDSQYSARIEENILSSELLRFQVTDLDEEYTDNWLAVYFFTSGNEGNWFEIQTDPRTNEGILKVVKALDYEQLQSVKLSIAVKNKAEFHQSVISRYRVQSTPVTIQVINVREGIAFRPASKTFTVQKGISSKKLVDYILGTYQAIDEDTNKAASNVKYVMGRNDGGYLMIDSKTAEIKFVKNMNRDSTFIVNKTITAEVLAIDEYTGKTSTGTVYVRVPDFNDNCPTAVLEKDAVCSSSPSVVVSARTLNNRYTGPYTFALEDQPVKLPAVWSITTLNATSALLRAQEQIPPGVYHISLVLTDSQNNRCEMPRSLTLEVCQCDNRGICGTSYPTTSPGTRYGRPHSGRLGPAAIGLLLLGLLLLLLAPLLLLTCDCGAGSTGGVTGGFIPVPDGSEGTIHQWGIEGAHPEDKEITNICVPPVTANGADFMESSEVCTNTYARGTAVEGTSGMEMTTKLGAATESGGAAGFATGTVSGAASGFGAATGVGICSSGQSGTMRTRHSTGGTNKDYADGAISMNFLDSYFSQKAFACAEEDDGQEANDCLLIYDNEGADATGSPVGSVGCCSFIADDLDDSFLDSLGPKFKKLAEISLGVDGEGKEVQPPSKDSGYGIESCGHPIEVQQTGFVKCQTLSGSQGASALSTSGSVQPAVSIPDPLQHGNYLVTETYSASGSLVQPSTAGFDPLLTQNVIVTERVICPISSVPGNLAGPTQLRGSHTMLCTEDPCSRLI
Cardiac RTF inh: cardiac RTF calcium desensitization; IANBD-labeled cardiac RTF, Ca2+ fluorescence; inhibition, % at 7.15 µM; actives 0.12% (n = 340,000);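 active means inhibition above the mean inhibition of all tested compounds plus 3 SD, cut at about 17% in these data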;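 further: assay run at fixed EC70 calcium of 1.6 mM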
Keap1 Nrf2 FP: inhibitors of human Keap1-Nrf2 protein-protein interaction | Q14145 | Keap1 Kelch-Nrf2 peptide fluorescence polarization, 1536-well | inhibition, % at 9.4 µM | actives 0.15% (n = 340,000) | AID 504523; in the data active means inhibition above about 12%;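 further: human Keap1 Kelch domain with fluorescein labeled Nrf2 9mer peptide probe; 0% = neutral control wells and 100% = peptide positive control; higher means more block of Keap1 binding to Nrf2 peptide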
CAL PDZ FP-2: blocks peptide binding to human CAL PDZ domain; Q9HD26; purified CAL PDZ, TMR-peptide fluorescence polarization, 1 h; inhibition, % at 20 µM; actives 0.02% (n = 330,000); AID 504414;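 active means highest replicate inhibition of at least 40%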;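 further: plate controls were DMSO neutral control wells for no effect and unlabeled competitor peptide control wells for full effect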
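Assay system – tagged CAL PDZ protein CerCALP, purified · Timing – 1 h at RT · Compound – single point, 20 µM · Measured by – fluorescence polarization from S- and P-plane intensities, G-factor corrected · Evaluation – inhibition from polarization loss · Probe or stimulus – TMR reporter peptide T*-PRC34 · Buffer or medium – pH 7.4 phosphate-saline buffer, reducing agent, detergent, IgG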
DAGLB inh: diacylglycerol lipase beta (human) inhibition. Q8NCG7. HEK293T DAGLB membrane lysate, EnzChek fluorogenic substrate. inhibition, % at 5.17 µM. actives 0.059% (n = 340,000). AID 504411; in the data active means inhibition above about 34%;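 further: 0% = enzyme with vehicle and 100% = wells lacking enzyme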
Numbers without * were called inactive; . = no result given. A portion of the library; count on the stated rates, not on these rows.

SMILES	Arr AP2 block	CAL PDZ FP-1	V-ATPase pH	NSD2 HMT inh	LANA DNA inh	DSG3 Ab inh	Cardiac RTF inh	Keap1 Nrf2 FP	CAL PDZ FP-2	DAGLB inh
COCCNC(=O)c1ccccc1N(Cc1ccccc1)S(=O)(=O)c1ccc(C)cc1	-8	-3	-1	0	0.6	98	-7	-4	-0.5	-1
O=C(CSc1nnc(C2COc3ccccc3O2)o1)N1CCCCC1 (configuration not stated)	-3	.	-2	.	1.0	106	-8	5	-1.1	1
O=C(COC(=O)c1cccs1)Nc1ccccc1C(F)(F)F	0	.	1	5	-0.8	97	-10	-4	0.3	-3
CCN(CC)c1nc(Oc2ccc(C(=O)OC)cc2)nc(N2CCOCC2)n1	-2	1	7	-6	0.3	103	-1	-9	-0.9	-11
C[C@H](CO)N1C[C@H](C)[C@@H](CN(C)C(=O)NC2CCCCC2)Oc2ccc(NS(C)(=O)=O)cc2C1=O	41	1	0	.	0.6	101	-9	0	-0.1	-2
COC(=O)c1ccc(Cl)c(NC(C)=O)c1	-2	-15	0	-2	-1.3	.	-14	1	-0.8	-3
CCCOC(=O)Nc1sc2c(c1C(=O)OCC)CCC2	34	-3	2	1	0.6	103	0	-5	-1.4	-6
CCN(c1ccccc1)S(=O)(=O)c1cc(CN2C(=O)c3cccnc3C2=O)ccc1OC	-5	-8	-2	-1	-0.3	.	-2	1	-1.3	0
COc1cc(/C=C2\SC(c3ccc(C)cc3)=NC2=O)cc(OC)c1O	5	-2	-3	6	-1.5	135	-4	-1	-0.9	5
O=C(O)C1CCCCC1C(=O)Nc1ccc(-c2ccccc2)cc1 (configuration not stated)	8	-9	-1	8	0.8	104	-9	-6	-0.6	-2
COc1ccccc1CC(=O)Nc1ccc(-c2noc(COc3cccc(C)c3C)n2)cc1	-11	.	-1	.	-0.8	100	-12	0	-0.5	-10
NS(=O)(=O)c1ccc(CNC(=S)Nc2ccc(Cl)c(Cl)c2)cc1	0	-5	5	-1	1.3	104	-5	3	0.1	0
COc1ccc(C(=O)NNC(=O)C(=O)NCc2ccccc2)cc1	3	-7	4	.	0.5	81	-9	-3	-1.4	3
Cc1ccc(C(=O)NCC(=O)OCC(=O)Nc2ccc3[nH]c(=O)[nH]c3c2)cc1	-14	-2	-1	-1	-0.4	103	4	0	-1.8	2
COC(=O)[C@@H](NC(=O)N(C1CCCCC1)C1CCCCC1)C(C)C	10	-6	2	-4	-1.4	107	-7	-1	0.7	-4
CC1(C)Cc2c(cnn2-c2ccc(F)cc2)C(NC(=O)C2CCC2)C1 (configuration not stated)	-5	.	0	-3	1.9	107	3	-4	-0.9	-1
CSc1nc2[nH]c3c(c2c2nnnn12)CCCC3	25	2	5	.	-0.8	99	4	-2	-0.2	-2
CCCCSc1nc2sc3c(c2c(=O)[nH]1)CCC3	5	.	9	-1	0.4	101	-5	-3	-1.3	-2
COCCCN1C(=O)C2C(C(=O)Nc3cccc(Cl)c3)C3C=CC2(O3)C1C(=O)NC1CCCCC1 (configuration not stated)	-4	-5	0	.	-0.6	101	1	1	-2.4	-2
Cc1cc(C)cc(NC(=O)COC(=O)CCC2CCCC2)c1	8	-4	1	-2	-1.7	.	-3	-5	-0.2	-11
Cn1c(=O)c2c(-c3ccccc3)n(Cc3cccnc3)cc2n(C)c1=O	5	-1	-6	53*	-0.3	101	-19	3	-0.8	0
O=C(NN=Cc1c(O)ccc2ccccc12)c1ccc2c(c1)OCO2	5	5	-3	-2	1.9	.	-2	0	0.5	4
C=CCN1C=CC(=O)[C@@H](O)[C@H]1c1ccccc1Br	-4	-2	-2	.	-0.4	108	-1	-1	-0.7	-5
Cc1ccc(S(=O)(=O)CC(=O)Nc2nc3ccc(S(N)(=O)=O)cc3s2)cc1	-5	-1	0	27	-0.2	93	2	-1	-2.1	3
Cc1ccc(OCc2nc(-c3ccccc3)no2)c(C)c1	5	-1	4	-4	0.3	114	-2	-2	-1.0	-16
O=C(COc1cccnc1[N+](=O)[O-])NCCc1ccccc1	-10	-4	-2	-2	-0.4	102	2	-5	-2.0	-2
C[C@H](CO)N1C[C@H](C)[C@@H](CN(C)Cc2ccc(C(=O)O)cc2)Oc2c(cccc2N(C)C)C1=O	-5	0	0	.	0.2	102	-5	-2	0.0	1
Clc1ccc(Oc2ncnc3oc(-c4ccccc4)cc23)cc1	3	-3	-1	1	0.1	99	0	-3	-1.7	-9
CC(C)CC(=O)Nc1ccc(OCC(=O)O)cc1	26	-2	-1	7	0.8	.	-2	2	.	3
Cc1ccc(S(=O)(=O)N(C)CC(=O)NC2CC(C)(C)NC(C)(C)C2)cc1	23	2	-1	.	-0.1	.	9	-3	-1.2	-8
CC(=O)c1c(COC(=O)c2ccccc2Cl)nc2ccccc2[n+]1[O-]	12	-2	1	6	1.8	.	-10	1	-0.5	0
COc1ccc(C(=O)N2CCN(CCCc3ccccc3)CC2)cc1OC	-2	-3	2	1	-0.6	107	-7	7	-0.5	0
CCOc1cc(/C=N/NC(=O)c2cccs2)ccc1OC(=O)N1CCOCC1	-2	0	0	-2	-0.1	100	-9	-5	-2.6	1
O=C(NC1CCCCC1)N(Cc1nc2ccccc2c(=O)[nH]1)C1CCCC1	4	-1	-3	.	-0.4	103	-3	0	-1.7	-3
O=C(Cc1ccc([N+](=O)[O-])cc1)N1CCN(c2ccc([N+](=O)[O-])cc2)CC1	-1	.	6	-4	2.2	111	-7	-3	-0.6	1
Clc1nc(Nc2ccccc2)nc(Nc2ccccc2)n1	11	0	-6	0	0.5	118	-1	-4	-4.0	0
O=C(NCc1c[nH]c2ccccc12)c1ccccc1	-1	15	3	0	1.2	111	-4	-4	0.4	0
O=C(CSc1ncc(-c2ccc(F)cc2)[nH]1)Nc1cccc(O)c1	7	-4	1	2	2.9	100	-10	3	-1.4	0
COc1ccc(C(=O)N2CCc3ccc(NC(=O)c4ccccn4)cc3C2)cc1F	-3	.	-1	0	0.1	100	2	-4	-2.6	-3
CCCN1CCN(CCCNC(=S)Nc2ccc(OC)cc2)CC1	-4	-2	3	6	0.7	95	-2	-1	-0.3	1
CC(C)N1CCN(Cc2cccn2-c2ccccn2)CC1CCO (configuration not stated)	-5	-1	0	2	0.2	106	-2	-3	-0.7	0
CCN(CC(=O)Nc1c(F)cccc1F)C(=O)CN1c2cccc3cccc(c23)S1(=O)=O	3	-6	3	26	1.8	99	-2	-4	-3.0	0
C=CCn1c(C#N)c(N)sc1=N	21	-2	-2	4	-2.6	103	-5	6	0.5	1
CC(=O)c1sc(NC(=O)CCN2C(=O)c3ccccc3C2=O)nc1C	-12	-7	1	-1	1.3	114	3	5	-1.2	2
CCOc1ccc(C2C(C(=O)O)CCC(=O)N2C2CCCCC2)cc1 (configuration not stated)	10	-4	0	-2	0.0	105	9	-2	0.2	1
O=C(Cn1c(-c2ccccc2)noc1=O)Nc1ccc(S(=O)(=O)N2CCOCC2)cc1	-4	-7	2	-1	0.2	108	-3	-1	.	-2
CCCNC(=O)c1cnc(Sc2ncc(C(F)(F)F)cc2Cl)n1C	8	-1	5	2	-0.2	105	6	2	-0.7	-11
CC(C)(C)NC(=O)c1cc2c(ccc3ccccc32)oc1=O	1	.	8.9*	-6	-2.5	109	-15	-1	-0.9	0

2 of the compounds above, as a markdown table:
| canonical_smiles | Arr AP2 block | CAL PDZ FP-1 | V-ATPase pH | NSD2 HMT inh | LANA DNA inh | DSG3 Ab inh | Cardiac RTF inh | Keap1 Nrf2 FP | CAL PDZ FP-2 | DAGLB inh |
| --- | --- | --- | --- | --- | --- | --- | --- | --- | --- | --- |
| CCN(CC(=O)Nc1c(F)cccc1F)C(=O)CN1c2cccc3cccc(c23)S1(=O)=O | 3 | -6 | 3 | 26 | 1.8 | 99 | -2 | -4 | -3.0 | 0 |
| C=CCn1c(C#N)c(N)sc1=N | 21 | -2 | -2 | 4 | -2.6 | 103 | -5 | 6 | 0.5 | 1 |

Later entries:
SMILES	Arr AP2 block	CAL PDZ FP-1	V-ATPase pH	NSD2 HMT inh	LANA DNA inh	DSG3 Ab inh	Cardiac RTF inh	Keap1 Nrf2 FP	CAL PDZ FP-2	DAGLB inh
Cc1nn(-c2ccccc2)c(C)c1NC(=O)COC(=O)CCCOc1ccccc1	7	-1	0	1	1.3	96	-3	0	-1.5	1
COCCNC(=O)c1noc2c1CCc1cc(OC)ccc1-2	-1	.	-4	0	0.1	102	9	-2	0.0	-4
COC(CNC(=O)C(=O)Nc1cc2c3c(c1)CC(=O)N3CCC2)OC	15	-1	7	-11	0.5	99	-4	-5	-2.2	-3
O=c1cc(CN2CCN(C/C=C/c3ccccc3)CC2)c2cc(O)c(-c3ccccc3)cc2o1	4	1	2	30	8.1	86	-3	-3	-2.5	-2
Cc1cc([N+](=O)[O-])ccc1NCc1ccc2ccccc2c1	-7	-2	-4	1	2.0	98	5	-1	-0.3	-6
COc1cc(/C=N/NC(N)=S)ccc1OCC(=O)Nc1ccc(C)cc1	13	-1	4	-5	-0.8	84	-2	0	-1.0	-1
CC(C)c1ccc(NC(=O)C2C3C=CC4(CN(Cc5cccnc5)C(=O)C24)O3)cc1 (configuration not stated)	-3	2	0	-2	3.1	108	10	-1	-2.1	2
CN1CCN(C(=O)c2cc(=O)c3cc(Cl)cc(Cl)c3o2)CC1	6	13	1	0	0.2	91	2	-1	-1.0	-1
CCNC(=O)CCn1nc(-c2ccc(Cl)cc2)c2ccccc2c1=O	6	-7	3	-3	-2.1	108	-4	2	-0.6	0
CC[N+](C)(C)c1cccc(O)c1	-4	-1	2	.	0.1	101	-8	-4	-1.1	2
Clc1ccc(-c2nnc(C34CC5CC(CC(C5)C3)C4)o2)cn1	-9	.	4	.	-1.0	113	-2	-3	-0.3	-2
CC(Cc1cccs1)NC(=O)Nc1ccc(Cl)cc1 (configuration not stated)	8	1	-3	-6	-1.9	65	-11	6	-3.4	-6
COc1cc(C)c2occ(/C(C)=N\O)c2c1	8	-3	-2	1	-1.5	.	-4	-2	-0.1	-4
CC1CCN(C(=O)c2ccc(NC(=O)c3cccs3)cc2)CC1	-2	-7	8	6	0.9	111	-13	0	-4.0	1
NC(=S)c1c(Cl)cc(C(F)(F)F)cc1Cl	-8	-3	0	-8	-0.1	.	-3	-2	-0.6	-2
COCCCNS(=O)(=O)c1ccc(OC)c(Cl)c1Cl	4	3	3	.	0.6	92	-3	-4	-1.3	-4
COCCN=C1N[C@@H](c2ccc(Br)cc2)C(C(=O)OC)=C(C)N1Cc1ccccc1	15	-3	-3	.	-0.1	101	0	0	-1.1	-4
COc1ccc(/C=C(/NC(=O)c2ccccc2)C(=O)N2CCC(C)CC2)cc1	20	-2	3	17	1.6	.	-20	-2	-1.8	-4
Cc1cc(C)cc(NC(=O)c2ccc(NC3=NC4CS(=O)(=O)CC4S3)cc2)c1 (configuration not stated)	11	.	0	.	1.4	98	2	-7	-0.3	-1
CCOc1ccc(CCNC(=O)CS(=O)(=O)Cc2nc(-c3ccc(OC)cc3)oc2C)cc1	31	1	-5	4	-1.1	.	-3	4	-1.9	0
CC1=CC(C)(C)Nc2ccc(OC(=O)c3cccnc3)cc21	16	1	-3	23	-0.2	99	2	0	0.1	-1
